ST2 IL33 inh – inhibitors of human ST2 (IL1RL1) binding to IL-33, primary screen, biochemical, AlphaLISA. Interleukin-1 receptor-like 1 (Homo sapiens), Q01638. AlphaLISA ST2-Fc/biotin-IL-33 interaction, 1 h. inhibition, % for hits at 17 µM. actives 2.3% (n = 78,000); in the data active = inhibition above about 30%; inconclusive = mostly about 10% to 28%
Target sequence (Q01638 whole entry, looked up): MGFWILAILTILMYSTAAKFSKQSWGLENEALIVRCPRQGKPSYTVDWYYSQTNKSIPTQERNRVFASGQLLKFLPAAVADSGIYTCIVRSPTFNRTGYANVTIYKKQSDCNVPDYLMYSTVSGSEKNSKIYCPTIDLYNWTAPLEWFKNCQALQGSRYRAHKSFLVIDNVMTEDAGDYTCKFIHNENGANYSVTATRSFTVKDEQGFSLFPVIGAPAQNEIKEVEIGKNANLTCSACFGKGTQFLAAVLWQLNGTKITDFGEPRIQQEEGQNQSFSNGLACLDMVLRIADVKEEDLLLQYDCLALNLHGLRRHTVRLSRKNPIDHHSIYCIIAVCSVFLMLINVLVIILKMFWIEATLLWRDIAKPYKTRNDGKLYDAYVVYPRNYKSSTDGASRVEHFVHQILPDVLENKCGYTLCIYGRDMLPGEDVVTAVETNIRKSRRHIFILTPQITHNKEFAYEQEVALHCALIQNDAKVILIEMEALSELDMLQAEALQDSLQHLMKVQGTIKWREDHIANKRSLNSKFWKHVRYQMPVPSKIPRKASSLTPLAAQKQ
Starred values were filed as active, the others as inactive; i = inactive; ? = inconclusive. An excerpt; count on the stated rates, not on these rows.

SMILES	ST2 IL33 inh
CCCC(=O)NCCc1nc2ccccc2n1CC(C)C	i
COc1ccc(NC(=O)c2oc3ccccc3c2NC(=O)c2cccs2)cc1	i
CCC(=O)N1CCc2cc(Br)cc(S(=O)(=O)NC3CCCCC3)c21	i
Nc1ccnn1-c1ccccc1	i
CCOC(=O)C1=C(C)NC2=C(C(=O)C(C(=O)OC)C(C)C2)C1c1ccccc1 (centres undefined)	i
CC(C)c1csc(CN(CCc2ccccc2)CC2CCN(C)CC2)n1	?
CCC(C)(C(=O)C[C@H]1C(=O)O[C@](C)(O)[C@@H]1C)C(=O)OC (some centres undefined)	i
COc1ccc(N(CN2C(=O)c3cccc([N+](=O)[O-])c3C2=O)C(C)=O)cc1	i
CCC(C)NC(=O)c1cc2cc3cc(OC)ccc3nc2o1 (centres undefined)	i
Cc1cc(C(=O)Nc2sc3c(c2C#N)CCCC3)no1	i
CCC(C)Sc1oc(-c2ccco2)nc1S(=O)(=O)c1ccc(Cl)cc1 (centres undefined)	i
c1ccc(-c2cc3c(ncn4nnnc34)s2)cc1	i
CN(C)c1ccc(NC(=O)C2CC(=O)N(c3ccc(F)cc3)C2)cc1 (centres undefined)	i
Oc1ccccc1-c1nnc2n1N=C(c1ccc(F)cc1)CS2	i
CC(c1ccccc1)N1C(=O)c2ccccc2C1C(=O)NC1CCCC1 (centres undefined)	i
CCCc1cc(C(=O)Nc2cnn(Cc3ccc(F)cc3)c2)no1	i
CN1CCN(Cc2c(O)ccc3c(=O)c(-c4ccc(Cl)cc4Cl)coc23)CC1	i
Cc1ccccc1CSc1nc2c(c(=O)n1-c1ccc(F)cc1)SCC2	i
COc1cc(C2OCC3C(C)C=C(C)C2C3C)ccc1OCc1ccc(C(=O)O)cc1 (centres undefined)	i
c1ccc(-n2cc(CN3CCN(c4ncnc5ccccc45)CC3)cn2)cc1	?
O=C(CSC1CC(=O)N(c2ccc(C(=O)O)cc2)C1=O)Nc1ccc(F)cc1 (centres undefined)	i
Cc1ccc(-n2ncc3c(N4CCN(Cc5ccccc5)CC4)ncnc32)c(C)c1	?
CC(C)CN1CC(C(=O)NCc2nncn2C2CCCCC2)CC1=O (centres undefined)	i
CCC(C)Nc1ncnc2c1cnn2-c1ccccc1 (centres undefined)	i
CC(NC(=O)C1CCCCC1)c1ccccc1 (centres undefined)	i
Cc1c(C#N)c2ncnc(NCCc3ccccc3)c2n1-c1ccccc1	i
CC(=O)Cc1nsc(NC(=O)c2ccccc2Cl)n1	i
CCc1ccc(OCC(=O)Nc2ccc(N3CCN(C(C)=O)CC3)cc2)cc1	i
COc1ccc(OC)c(C2C=C(Nc3ccc(C)cc3)C(=O)N2c2ccc(C)cc2)c1 (centres undefined)	i
COC(=O)c1c[nH]n2c(NC3CCCCC3)c(-c3ccc(Cl)cc3)nc12	i
Brc1ccc(-c2cn3ccccc3n2)s1	i
CCc1nc(C)c(C(=O)NC(C)c2nnc3n2CCNCC3)o1 (centres undefined)	i
COc1ccc(Cc2noc(-c3ccc(NC(C)c4cnn(C)c4)nc3)n2)cc1 (centres undefined)	i
CN1C(=O)c2ccc(NC(=O)CN3C(=O)c4ccccc4C3=O)cc2C1=O	i
CCCN1CCN(CCNC(=O)C2CCN(c3ccc(-c4cccs4)nn3)CC2)CC1	i
CCOc1cc(C2Nc3ccccc3NC3=C2C(=O)CCC3)ccc1O (centres undefined)	?
COc1cc(-c2nc(N3CCCCC3C)c3ccccc3n2)cc(OC)c1OC (centres undefined)	i
COc1ccc(CNC(=O)c2cc3cc4ccc(OC)cc4nc3o2)c(OC)c1	?
O=S(=O)(c1cccc2cccnc12)N1CCN(C2CCCCC2)CC1	i
Fc1ccc(C2CC(c3ccccc3)n3ncnc3N2)cc1 (centres undefined)	i
Nc1nonc1-n1nnc(C(=O)O)c1-c1ccccc1	i
COc1ccc(CN2C[C@H](O)C[C@H]2c2nc(Cc3ccc(F)cc3Cl)no2)c2ccccc12	i
O=C(CCc1cccnc1)N[C@@H]1c2ccccc2C2(CCNCC2)[C@H]1O	i
O=C(Nc1cccc([N+](=O)[O-])c1)C1(S(=O)(=O)c2ccc(Cl)cc2)CC1	i
NC(=O)CSc1nc2ccccc2c2nc3ccccc3n12	i
O=C(N[C@H]1CCCCNC1=O)c1ccc(N2CCC(NCc3ccc(Cl)s3)CC2)cc1	?
CC1=C(C(=O)Nc2cc(C)ccn2)C(c2cccc(Cl)c2)C2=C(CCCC2=O)N1 (centres undefined)	i
CNC(=O)c1nn(CCc2ccccc2)c2c1CC(N1CCCCCC1)CC2 (centres undefined)	?
O=C(NCCCNCCCNC(=O)c1ccccn1)c1ccccn1	i
COc1ccc(N2CCN(CC(O)COc3ccccc3[N+](=O)[O-])CC2)cc1 (centres undefined)	?
O=c1oc2ccccc2c(O)c1C=Nc1ccc(Cl)cn1	i
CC(NC(=O)CCC(=O)O)c1ccccc1 (centres undefined)	i
COc1ccc(C(C)=O)cc1CSc1nc2cc(Cl)ccc2o1	i
O=C1c2ccccc2C(=O)N1Cc1nc2ccc(I)cc2c(=O)o1	?
O=C(Cn1c(=O)[nH]c2ccsc2c1=O)NCc1ccc(F)cc1	i
CCNc1c(NC(C)=O)c(=O)oc2ccccc12	i
CC1CCC(NC(=O)C2CCCN(S(=O)(=O)c3cnc[nH]3)C2)CC1 (centres undefined)	i
CCCSc1nc(O)cc(=O)n1C	i
Clc1ncnc2c1C(c1ccccc1)c1c(Cl)ncnc1O2	i
COc1ccc(C2=NN3C(C2)c2cc(Br)ccc2OC32C(=O)Nc3ccccc32)cc1 (centres undefined)	i

A second format for some results above:
| smiles | ST2 IL33 inh |
| --- | --- |
| COc1ccc(OC)c(C2C=C(Nc3ccc(C)cc3)C(=O)N2c2ccc(C)cc2)c1 (centres undefined) | i |
| CC(=O)Cc1nsc(NC(=O)c2ccccc2Cl)n1 | i |

Remaining list, next part.
SMILES	ST2 IL33 inh
CCOc1ccc(C2CC(c3cccc(Cl)c3)n3ncnc3N2)cc1 (centres undefined)	i
CCCNS(=O)(=O)c1cc(Br)cc2c1N(C(=O)CC)CC2	i
COc1ccccc1NC(=O)Cc1c(C(=O)O)n(C)c2ccccc12	?
Cn1c(=O)c2c(ncn2CC(=O)N2CCc3ccccc3C2)n(C)c1=O	i
Cc1sc2ncnc(-n3nnc4ccccc43)c2c1C	?
O=C(CCc1ccc2c(c1)OCO2)N[C@@H]1c2ccccc2C2(CCNCC2)[C@H]1O	?
Cc1ccc(N2C(=O)C3C(c4ccccc4F)NC(Cc4ccccc4)(C(=O)O)C3C2=O)cc1 (centres undefined)	i
Cc1ncoc1C(=O)N1CCC(CCC(=O)Nc2ccc3c(c2)OCCO3)CC1	i
CN(C)Cc1cc(CN(C)C)c(O)c(CN(C)C)c1	i
Cc1ccc(-c2noc([C@@H]3C[C@@H](O)CN3Cc3cccnc3)n2)cc1F	i
CC(=O)c1cccc(NC(=O)CCN2C(=O)c3ccccc3C2=O)c1	i
Cc1ccn2c(=O)cc(COc3cccc(NC(=O)C(C)C)c3)nc2c1	i
O=C(CCc1ccccc1)Nc1ccnn1C1CCN(Cc2nccs2)CC1	?
COc1cccc2ccc(CN3CCC4(CC3)C(=O)N(Cc3cccnc3)C(=O)N4C)nc12	i
CC1=C(C(=O)Nc2ccc(C)cn2)C(c2cccnc2)C2=C(CC(C)(C)CC2=O)N1 (centres undefined)	i
O=C(c1ccccc1Cl)N(c1ccc(F)cc1)C1C=CS(=O)(=O)C1 (centres undefined)	i
Clc1ccc(Nc2ncnc3c2cnn3-c2ccccc2)cc1Cl	i
N#CC1=C(N)n2c(nc3ccccc32)NC1c1ccc(Cl)cc1 (centres undefined)	i
CCCCC(NC(=O)c1cccc(Br)c1)C(=O)O (centres undefined)	i
OCC(O)CN1CCc2ccccc21 (centres undefined)	?
O=C(Cn1c2ccccc2c(=O)c2ccccc21)N1CCN(c2ccccc2)CC1	i
Cc1cccc(NS(=O)(=O)c2cccc3nonc23)c1	i
Cc1cccc(-n2ncc3c(N4CCN(c5ccccc5)CC4)ncnc32)c1	i
O=C(CN1C(=O)c2ccccc2C1=O)NCCCn1ccnc1	?
COc1cc(C2Nc3ccccc3NC3=C2C(=O)CC(c2cccs2)C3)cc(OC)c1O (centres undefined)	?
COCc1nnc(NC(=O)c2ccc(S(=O)(=O)N3CC(C)OC(C)C3)cc2)o1 (centres undefined)	i
CC(C)C[C@@H](N)C(=O)N(C)Cc1cc(-c2ccccc2)no1	i
CCOc1c(Nc2ccccc2C)c(=O)c1=O	i
CSCCC(NC(=O)C1CCC(C)CC1)C(=O)Nc1ccc(F)c(Cl)c1 (centres undefined)	i
O=C(NCCCN1CCCCCC1)C1CCN(c2ccc(-c3cccs3)nn2)CC1	?
Cc1ccc(NC(=O)/C=C2/SC(=O)N(CN3CCCCC3)C2=O)cc1	?
CSCC(C)NCCCc1nc2ccc(F)cc2[nH]1 (centres undefined)	i
COc1ccccc1C(=O)Nc1ccc(Cl)c(Cl)c1	i
O=C(c1ccccc1)N(c1ccc(F)cc1)C1C=CS(=O)(=O)C1 (centres undefined)	i
O=C(CCC1CCCCC1)Nc1cc(C(=O)O)cc(C(=O)O)c1	i
COc1ccc(CCC(=O)NC2CC(=O)N(c3ccc(F)cc3)C2)cc1 (centres undefined)	i
Cc1oc(-c2ccccc2Cl)cc1C(=O)N1CCNC(=O)CC1	i
Cc1ccc(NS(=O)(=O)c2ccc3c4c(cccc24)C(=O)N3)cc1C	i
COc1ccc(N2C(=O)CC(N3CCN(c4ccc(F)cc4)CC3)C2=O)cc1 (centres undefined)	i
N=c1oc2ccc(Br)cc2cc1C(=O)Nc1ccc(Cl)cc1Cl	i
CN(C)CCn1c(C(=O)Nc2ccccc2)cc2ccccc21	i
NS(=O)(=O)c1ccsc1C(=O)N1C[C@@H]2C3CCC(CC3)[C@@H]2C1	i
CSc1nccc(-c2c(C)cc(C)cc2C)n1	i
Cc1ccc(-c2nccs2)c(-n2cccn2)c1	i
O=C(O)c1ccc(O)c(C=Nc2ccc3oc(-c4ccccc4)nc3c2)c1	i
CCSc1nnc2c(n1)OC(c1ccncc1)Nc1ccc(Br)cc1-2 (centres undefined)	i
CN(C)c1ccc(-c2nc3cc(N=Cc4cc([N+](=O)[O-])cc([N+](=O)[O-])c4O)ccc3o2)cc1	i
C[C@H]1[C@@H](O)[C@H](O)C2[C@]3(C)C([C@@H](O)[C@H]4OC(=O)[C@@H]1[C@@]24C)[C@](C)(O)C=C[C@H]3O[C@@H]1O[C@H](CO)[C@@H](O)[C@H](O)[C@H]1O (some centres undefined)	i
COc1ccccc1CNC(=O)c1cc2cc3ccc(Cl)cc3nc2o1	i
Cc1cccc(CN(CC(=O)Nc2ccc(C(N)=O)cc2)S(=O)(=O)c2ccc(Cl)cc2)c1	i
CCC1(C)CC(CCNCc2ccc(OC)c(OC)c2)(c2ccc(OC)cc2)CCO1 (centres undefined)	i
CC(C)(C)c1cc(C2CC(=O)Nc3cc4[nH]ncc4cc32)[nH]n1 (centres undefined)	i
Cc1ccc2c(Cl)c(C(=O)Nc3ccccc3C(N)=O)sc2c1	i
Nc1nnc(CCc2ccccc2)s1	i
C=CCN1C(=O)CSc2ccc(C(=O)NC3CCCCC3)cc21	i
Oc1[nH]c2ccccc2c1C(=C1N=c2ccccc2=N1)c1ccccc1	?
COc1cccc(NC(=O)c2cc3c(=O)oc4ccccc4c3s2)c1	i
COc1ccc(CCNS(=O)(=O)c2ccc(OC)c(OC)c2)cc1	i
COCC1(C(=O)N2CCN(CCc3ccncc3)CC2)CCC1	?
O=C(C[C@@H]1O[C@H](CNC(=O)c2cccc(F)c2)[C@@H](O)[C@H]1O)Nc1ccccc1	i

A draw from above in order of number of heavy atoms, falling:
SMILES	ST2 IL33 inh
Cc1cccc(CN(CC(=O)Nc2ccc(C(N)=O)cc2)S(=O)(=O)c2ccc(Cl)cc2)c1	i
CCC1(C)CC(CCNCc2ccc(OC)c(OC)c2)(c2ccc(OC)cc2)CCO1 (centres undefined)	i
O=C(O)c1ccc(O)c(C=Nc2ccc3oc(-c4ccccc4)nc3c2)c1	i
COc1ccc(CCNS(=O)(=O)c2ccc(OC)c(OC)c2)cc1	i
COCC1(C(=O)N2CCN(CCc3ccncc3)CC2)CCC1	?
CSc1nccc(-c2c(C)cc(C)cc2C)n1	i
Nc1nnc(CCc2ccccc2)s1	i

Additional structures follow.
SMILES	ST2 IL33 inh
Cc1ccc2nc(N=C(N)NC(=O)Cc3ccc(Cl)cc3)nc(C)c2c1	30.0%*
Cc1c(NC(=O)C2CCCO2)c(=O)n(-c2ccccc2)n1C (centres undefined)	?
O=C(c1cnc(-c2cccnc2)nc1)N1CCCC(Oc2ccc(F)cc2)C1 (centres undefined)	?
Cc1cc(C)nc(N=C(N)NN2CCN(C)CC2)n1	i
COCCN1C(=O)N(Cc2cccc3ccccc23)C(=O)C12CCN(C1Cc3ccccc3C1)CC2	?
O=C(O)c1ccc(CN2CCCCC2)o1	i
O=C(C1CC(Cc2ccc(F)cc2)=NO1)N1CCCC(COc2ccccc2F)C1 (centres undefined)	i
COC(=O)c1[nH]ncc1CN1CCC(N2CCCC2=O)CC1	i

Entries from the list above containing a nitro group on carbon:
SMILES	ST2 IL33 inh
COc1ccc(N(CN2C(=O)c3cccc([N+](=O)[O-])c3C2=O)C(C)=O)cc1	i
O=C(Nc1cccc([N+](=O)[O-])c1)C1(S(=O)(=O)c2ccc(Cl)cc2)CC1	i
COc1ccc(N2CCN(CC(O)COc3ccccc3[N+](=O)[O-])CC2)cc1 (centres undefined)	?
CN(C)c1ccc(-c2nc3cc(N=Cc4cc([N+](=O)[O-])cc([N+](=O)[O-])c4O)ccc3o2)cc1	i
